hgDAF12 agonist = H. glycines DAF-12 receptor agonists, primary screen, cell-based, luminescence, HEK293, GAL4 fusion, UAS-luciferase | Nuclear hormone receptor DAF-12 (Heterodera glycines), GAL4 fusion | HEK293 GAL4-hgDAF12 UAS-luciferase reporter, agonist luminescence; normalized to butyrate control | activation, % at 6.8 µM | 370,000 compounds, 1.8% hits | AID 687014, 2013;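 active = activation above a cutoff set at the mean of all screened compounds plus 3 SD, cut at about 10% in these data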;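 also: 0% = DMSO wells and 100% = sodium butyrate wells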
ADAM10 inh = human ADAM10 inhibitors, primary screen, biochemical, QFRET, HTS; Disintegrin and metalloproteinase domain-containing protein 10 (Homo sapiens), O14672; recombinant ADAM10, EDANS/DABCYL FRET peptide cleavage, 3 h; inhibition, % at 7 µM; 370,000 compounds, 0.62% hits;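 active = inhibition above a per-campaign cutoff equal to the mean of compounds falling between control-based bounds plus 3 SD, cut at about 20% in these data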;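 also: 0% = DMSO wells while the 100% control is not disclosed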
GAA850 FXN act = FXN promoter activators, primary screen, cell-based, luciferase luminescence, HEK293 lucGAA850; HEK293 lucGAA850 FXN promoter luciferase reporter, 24 h; percent of 10 µM SAHA response; activation, % at 6 µM; 360,000 compounds, 0.56% hits; AID 540364, 2011;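 active = activation above the average of all compounds screened plus 3 SD, cutoff fixed separately per campaign, cut at about 7.5% in these data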;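 also: 0% = DMSO wells and 100% = 10 µM SAHA wells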
sPLA2-III inh = human group III sPLA2 inhibitors, primary screen, biochemical, QFRET, BODIPY PC-A2 liposome substrate; inhibition, % at 12.2 µM; 370,000 compounds, 0.56% hits; QFRET BODIPY PC-A2 liposome hydrolysis, fluorescence;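 active = inhibition above mean plus 3 SD of compounds lying within the high and low control bounds, cut at about 19% in these data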;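 also: 0% = median of test compound wells and 100% = no enzyme DMSO wells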
GC-B act = human GC-B receptor activators, primary screen, HEK293 GC-B cells, cGMP TR-FRET, EC30 CNP; activation, % at 10 µM; AID 1920062, 2024; 370,000 compounds, 0.11% hits; 0% at EC30 CNP, 100% saturating CNP; Atrial natriuretic peptide receptor 2 (Homo sapiens), P20594;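 active = activation at 10 µM reaching about 35% in either raw or pattern-adjusted values, limit read from the data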
SMARCA2 activ = SMARCA2 (BRM) function activators, primary screen, cell-based, luminescence, high throughput. activation, % at 9.1 µM. 370,000 compounds, 1% hits. MG213 cells, MMTV-luciferase reporter, dexamethasone, overnight. AID 652017, 2013; in the data active = activation above about 7.8%;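 also: 0% = vehicle wells and 100% = reference activator wells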
DAX1 inh-1 = DAX1 (NR0B1) inhibitors, primary screen, cell-based, HEK293, Gal4-DAX1, luciferase luminescence; inhibition, % at 6.75 µM; HEK293 Gal4-DAX1 luciferase reporter; 340,000 compounds, 0.99% hits; AID 504766, 2011; Nuclear receptor subfamily 0 group B member 1 (Homo sapiens), P51843;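 active = inhibition above the mean over all tested compounds plus 3 SD, cut at about 4.2% in these data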;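 also: 0% = DAX1-transfected cells with DMSO and 100% = empty-vector control cells with DMSO; inhibition shows as a rise in luminescence from relieved DAX1 repression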
NPR1 activator = GC-A stimulated cGMP production enhancers – HEK293 GC-A cells, cGMP TR-FRET, EC30 ANP, primary screen. Atrial natriuretic peptide receptor 1 (Homo sapiens), P16066. 0% at EC30 ANP, 100% saturating ANP. activation, % at 10 µM. 370,000 compounds, 0.14% hits. AID 1671463, 2021; in the data active = activation above about 40%
Target sequence (P16066 whole entry, looked up): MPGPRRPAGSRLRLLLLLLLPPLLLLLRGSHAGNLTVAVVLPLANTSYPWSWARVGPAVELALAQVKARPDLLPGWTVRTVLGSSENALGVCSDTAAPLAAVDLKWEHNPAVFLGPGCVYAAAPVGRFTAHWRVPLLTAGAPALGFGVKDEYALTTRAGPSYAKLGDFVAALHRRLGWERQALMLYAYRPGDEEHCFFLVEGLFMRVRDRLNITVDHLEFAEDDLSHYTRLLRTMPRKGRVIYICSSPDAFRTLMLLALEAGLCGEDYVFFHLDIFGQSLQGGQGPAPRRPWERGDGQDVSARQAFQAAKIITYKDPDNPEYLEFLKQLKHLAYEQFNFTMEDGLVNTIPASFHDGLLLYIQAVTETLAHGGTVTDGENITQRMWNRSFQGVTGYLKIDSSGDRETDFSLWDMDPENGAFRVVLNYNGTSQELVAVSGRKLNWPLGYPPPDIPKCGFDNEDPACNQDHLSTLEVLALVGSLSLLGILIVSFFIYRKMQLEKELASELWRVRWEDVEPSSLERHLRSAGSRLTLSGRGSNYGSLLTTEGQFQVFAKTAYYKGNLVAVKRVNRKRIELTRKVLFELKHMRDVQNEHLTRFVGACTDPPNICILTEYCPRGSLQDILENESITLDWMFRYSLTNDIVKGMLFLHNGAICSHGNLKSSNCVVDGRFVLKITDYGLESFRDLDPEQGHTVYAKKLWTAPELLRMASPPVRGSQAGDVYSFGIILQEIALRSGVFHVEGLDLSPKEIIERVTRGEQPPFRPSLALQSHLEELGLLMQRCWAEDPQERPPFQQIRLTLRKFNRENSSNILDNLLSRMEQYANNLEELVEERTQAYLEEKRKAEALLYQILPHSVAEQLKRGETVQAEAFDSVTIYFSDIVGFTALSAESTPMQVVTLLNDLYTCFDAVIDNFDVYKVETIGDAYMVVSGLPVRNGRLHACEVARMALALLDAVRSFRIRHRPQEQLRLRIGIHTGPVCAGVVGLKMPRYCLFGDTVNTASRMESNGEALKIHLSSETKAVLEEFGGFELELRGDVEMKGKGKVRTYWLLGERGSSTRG
ssDAF12 agonist = S. stercoralis DAF-12 nuclear receptor activators, primary screen, cell-based, luminescence, HEK293, GRIP1 co-expression, lit1-tk-luc. activation, % at 6.8 µM. Nuclear hormone receptor DAF-12 (Strongyloides stercoralis). 370,000 compounds, 1% hits. HEK293 ssDAF-12/GRIP1 lit1-tk-luc reporter; % of 3 µM dafachronic acid response;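 active = activation above the mean over all tested compounds plus 3 SD, cut at about 0.9% in these data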;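 also: 0% = DMSO-only wells and 100% = 3 µM delta7-dafachronic acid wells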
hcDAF12 agonist = H. contortus DAF-12 nuclear receptor activators, primary screen, cell-based, luminescence, HEK293, lit1-tk-luc reporter; HEK293 hcDAF-12 lit1-tk-luc reporter; 0% DMSO, 100% Δ7-dafachronic acid; AID 652067, 2013; 370,000 compounds, 1.4% hits; activation, % at 6.8 µM;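 active = activation above the mean of all tested compounds plus 3 SD, cut at about 5.5% in these data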;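 also: 100% = response to 3 µM Δ7-dafachronic acid high control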
DAX1 inh-2 = DAX1 (NR0B1) inhibitors on StAR promoter, primary screen, cell-based, luminescence, SF-1 (NR5A1), full-length DAX-1. AID 652010, 2013. inhibition, % at 6.8 µM. HEK293T StAR-luciferase reporter, SF-1/DAX-1 repression relief. 370,000 compounds, 1.1% hits;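 active = inhibition above the mean over all tested compounds plus 3 SD, cut at about 3.6% in these data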;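 also: 0% = DAX-1 cells with DMSO and 100% = cells lacking DAX-1 with DMSO; higher inhibition means more luminescence from relief of DAX-1 repression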
Active calls of the source: *; i = inactive; · = not tested or not shown. The order is random; any-hit rate near 6.6%.

Under each structure – hgDAF12 agonist, ADAM10 inh, GAA850 FXN act, sPLA2-III inh, GC-B act, SMARCA2 activ, DAX1 inh-1, NPR1 activator, ssDAF12 agonist, hcDAF12 agonist, DAX1 inh-2
#1 NS(=O)(=O)c1ccc(CCNC(=O)NC2(C(F)(F)F)Oc3ccccc3O2)cc1
 : -0.6, 2, 3.8, 3, 2, -2, 1.4, 6, -0.6, 2.6, -0.9
#2 Cc1ccc(CN2CCNC(=O)C2CC(=O)NC2CCCCCC2)cc1 (stereo not given)
 : -1.6, -17, 0.1, -12, -1, -2, 0.0, 0, -1.2, -0.2, -1.6
#3 CC(=O)Oc1cc2c(c3ccccc13)CCC2=O
 : 1.1, -116, -0.1, -9, -10, -2, 0.6, 5, 0.3, -0.3, -1.1
#4 S=C(Nc1ccccc1Oc1ccccc1)Nc1cccc(Cl)c1Cl
 : -0.1, 12, 1.8, 22*, 0, 0, -0.4, 2, 1.0*, 3.7, -0.3
#5 O=C(c1ccc(Cl)cc1Cl)N1CCC(C(=O)N2CCOCC2)CC1
 : -0.1, -5, -0.4, 11, -6, -3, 0.7, 3, -1.1, 0.6, -0.2
#6 O=[N+]([O-])c1ccc(Cc2ccncc2)cc1
 : 2.7, 3, 1.4, 3, 5, -1, -0.3, -1, -0.9, -0.5, -0.5
#7 Cc1ccc(NC(=O)Nc2ccc3c(c2)nc(C)n3C)cc1
 : 17*, 0, 3.6, -5, 7, 7, -0.6, -1, 0.6, 8.7*, 6.4*
#8 O=C(/C=C/c1ccccc1)NC(=S)Nc1ccc(N2CCOCC2)cc1
 : -3.3, 3, -2.5, -13, -6, -2, -1.3, -4, -1.1, -2.3, -1.1
#9 CCC(=O)N1CCCC(C(=O)c2ccc(-c3ccccc3)cc2)C1 (stereo not given)
 : 1.8, 6, 1.6, -4, -5, 0, -1.4, 5, -1.0, -1.1, -0.2
#10 Cc1nc(C(=O)O)nn1-c1cc(Cl)ccc1Cl
 : 1.9, 6, 2.2, 5, 3, 1, 0.6, 4, -1.5, -0.2, -0.1
#11 CCOC(=O)Cc1csc(NC(=O)Nc2ccccc2)n1
 : 0.3, 6, 2.2, -1, 4, 0, -0.5, 7, -1.2, 0.4, 0.0
#12 COc1ccc(S(=O)(=O)N(CCCN2CCCC2=O)Cc2cc3c(C)ccc(C)c3[nH]c2=O)cc1
 : -3.6, -347, -0.9, -1, -1, 0, -1.0, -1, -1.2, -2.7, -1.0
#13 O=C(NNC(=O)C1CC1)c1cc(Cl)nc2ccccc12
 : 1.1, 5, 0.2, 5, 5, -3, 1.4, 2, -0.1, 3.4, -0.7
#14 Cc1nn(CC(=O)NC2CCCCC2)c(=O)c2cccn12
 : 3.0, -6, 0.6, 1, 2, -2, -0.3, 2, -1.4, -0.9, 0.1
#15 N#Cc1cccc(NC(=O)c2cc(C3CCCCN3S(=O)(=O)c3ccccc3)on2)c1 (stereo not given)
 : 1.2, 14, -1.2, -12, 7, -7, ·, -3, -1.5, -1.4, -2.1
#16 O=C(Nc1cccc(Br)c1)OC1CC2CC1[C@H]1CCCCN1C2 (stereo not given in full)
 : -1.2, -15, ·, -4, -2, -3, ·, -4, -0.5, 0.2, -1.2
#17 CN(C)c1nc(N)nc(CSc2nnnn2-c2ccc(Cl)cc2)n1
 : -1.5, -2, 2.0, -5, -8, 0, ·, -3, -1.0, -0.6, -2.0
#18 FCCCOc1ccc(-c2nccc(-c3ccc(Cl)cc3)n2)cc1
 : 2.1, 5, 0.3, 8, -3, -1, 0.5, 2, -0.8, 0.3, -0.7
#19 Cc1nc2sc(C(c3cccs3)N3CCN(c4cccc(Cl)c4)CC3)c(O)n2n1 (stereo not given)
 : -1.4, 1, -0.9, -19, 6, -1, 1.2, 4, -1.0, 0.1, -1.6
#20 O=C(Nc1ccccc1O)c1ccc(Cl)cc1
 : 22*, 4, 6.4, -31, 6, 1, 4.4*, 6, 1.3*, 5.8*, 1.6
#21 CCOC(=O)CSc1nc(C)cc(C)c1C#N
 : 1.7, -34, 2.0, 0, 1, 3, -0.3, -4, -0.8, -2.2, -0.1
#22 CCOC(=O)Cc1csc(N/C(=N/S(=O)(=O)c2ccc(F)cc2F)c2ccccc2)n1
 : 1.4, -3, 2.2, -12, 3, -2, 0.9, -3, -1.8, -3.6, -0.1
#23 CCN(CC(=O)NC(C)C)C(=O)CCNC(=O)c1ccc(Cl)cc1
 : -1.4, -5, -1.6, 3, 10, -4, 1.6, 5, -0.8, -1.2, 0.4
#24 CC1CCN(C(=O)CSc2nnc3ccc(-c4cccnc4)nn23)CC1
 : 0.7, -24, 1.8, 5, -3, -1, 1.1, -2, -1.6, -1.6, -0.4
#25 COc1cc(CCC(=O)Nc2cc(S(=O)(=O)N3CCOCC3)ccc2OC(C)C)cc(OC)c1OC
 : -0.6, 1, -2.0, -4, 0, 1, -0.5, 1, -1.8, -1.2, -0.2
#26 Cc1nn(CC(=O)N2CCN(C34CC5CC(CC(C5)C3)C4)CC2)c(C)c1[N+](=O)[O-]
 : 0.1, 8, -0.9, 0, 1, 0, 0.7, 2, -1.3, -1.2, 0.0
#27 C[C@H](CO)N1C[C@H](C)[C@@H](CN(C)Cc2ccc(Cl)c(Cl)c2)Oc2c(NC(=O)c3ccncc3)cccc2C1=O
 : -3.7, 9, -5.5, -8, 6, 0, -0.2, -6, -1.4, -1.3, -0.7
#28 Cc1nnc(NC(=O)C2CCCC2)s1
 : -0.3, -6, -0.4, 7, 0, -2, 0.5, 4, -1.0, 1.5, 0.9
#29 O=C(COC(=O)c1cncc(Br)c1)NCc1ccc(F)cc1
 : -0.6, -2, 0.5, 11, 2, -5, 0.3, -1, -1.1, -1.5, 0.9
#30 NC1=NS(=O)(=O)Nc2ccccc21
 : 1.1, i, ·, -1, 0, ·, ·, 3, -1.5, -1.6, ·

In another format: results already given.
(18) FCCCOc1ccc(-c2nccc(-c3ccc(Cl)cc3)n2)cc1
(17) CN(C)c1nc(N)nc(CSc2nnnn2-c2ccc(Cl)cc2)n1

screen / no.,18,17
hgDAF12 agonist,2.1,-1.5
ADAM10 inh,5,-2
GAA850 FXN act,0.3,2.0
sPLA2-III inh,8,-5
GC-B act,-3,-8
SMARCA2 activ,-1,0
DAX1 inh-1,0.5,·
NPR1 activator,2,-3
ssDAF12 agonist,-0.8,-1.0
hcDAF12 agonist,0.3,-0.6
DAX1 inh-2,-0.7,-2.0

(more compounds)
Under each structure – hgDAF12 agonist, ADAM10 inh, GAA850 FXN act, sPLA2-III inh, GC-B act, SMARCA2 activ, DAX1 inh-1, NPR1 activator, ssDAF12 agonist, hcDAF12 agonist, DAX1 inh-2
#31 O=c1cc(Cl)[nH]n(-c2ccccc2)c1=O
 : -3.1, -3, 0.3, 10, -1, -4, 1.2, 3, -1.2, -1.1, 0.2
#32 O=c1c(-c2ccc3c(c2)OCCO3)coc2cc(OC3OC(CO)C(O)C(O)C3O)ccc12 (stereo not given)
 : 17*, -8, 5.0, 2, 7, 4, 1.2, 3, 0.3, 5.8*, 3.6
#33 O=C(Nc1ccc2c(c1)Cc1ccccc1-2)NC1CCCCN(Cc2cccc(Cl)c2)C1=O (stereo not given)
 : 8.1, -2, ·, 0, -9, -2, ·, 1, -0.9, -1.3, 0.7
#34 CC(COc1ccc(C#N)cc1F)CN1CCC(C(O)(c2ccccc2)c2ccccc2)CC1 (stereo not given)
 : 0.4, -1, ·, -21, -18, -2, ·, -24, -1.3, -0.8, -0.5
#35 CC(C)CNC(=O)CN1c2cccc3cccc(c23)S1(=O)=O
 : 0.8, -218, -1.5, 2, 0, -1, -0.8, 2, -0.7, -2.1, 0.1
#36 Cc1ccc(C(=O)N[C@H](C(=O)Nc2sccc2C(N)=O)C(C)C)cc1
 : -0.5, 4, 3.2, 0, -1, -1, 0.9, -3, -0.5, 1.0, 0.3
#37 CC1OC(C)(C)OC1C1CNc2nc(NC(=O)C(C)(C)C)[nH]c(=O)c2N1C(=O)c1cccnc1 (stereo not given)
 : -0.9, -11, -2.3, 7, 1, -3, -0.2, 0, -1.3, 2.0, 0.0
#38 O=c1[nH]c(CSc2cccc[n+]2[O-])nc2ccccc12
 : 3.2, -4, -2.7, 5, 2, -1, 1.9, 3, 0.5, 5.0, 1.0
#39 Cc1onc(-c2ccccc2)c1C(=O)N/N=C/c1cc2c(cc1Cl)OCO2
 : -1.4, -22, 2.4, 12, -16, 1, -1.4, -34, -1.7, -2.4, -0.6
#40 COc1ccc(-c2cc(C(F)F)n3ncc(C(=O)NCCCN4CCCC4=O)c3n2)cc1
 : 3.2, i, 0.1, 0, 9, -2, -0.5, 3, -1.5, -2.0, -1.4
#41 CN/N=C/c1ccc(C#N)cc1
 : 0.8, -8, 0.8, -1, -1, 1, -0.8, 0, -1.1, -0.9, 0.0
#42 O=C(Oc1ccccc1Cl)c1ccccc1
 : 4.0, 2, -0.6, 2, 0, 5, -1.3, -4, -1.3, 0.4, -0.1
#43 CCN(CC)C(=O)C(Oc1ccc(C)nc1[N+](=O)[O-])c1ccccc1 (stereo not given)
 : 0.3, -2, 0.1, 1, 1, 1, 1.3, 6, -1.0, -0.9, 0.3
#44 CCOc1ccc2sc(NS(=O)(=O)c3ccc(OC)c(OC)c3)nc2c1
 : 0.9, 3, 1.9, -18, 0, -4, 1.5, -4, -1.0, -0.8, 1.3
#45 COc1ccc(NC(=O)c2ccc(-n3nc(C)cc3C)cc2)cc1OC
 : -0.6, -3, 4.0, 2, -4, -1, -1.1, -5, -0.9, -1.2, 0.4
